IL1B secr inh: inflammasome signaling inhibition, IL-1 beta readout; THP-1 LPS/ATP IL-1B secretion, AlphaLISA, 16 h; stronger effect = lower value; activity change, % at 57.5 µM; actives 4.7% (n = 360,000); in the data active = activity change below about -50%; inconclusive = mostly about -30% to -49%; note: % is set by controls: 0 for no effect and ±100 for the full control effect
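Secreted IL-1B measured by AlphaLISA bead assay after 16 h compound exposure of THP-1 cells; compounds (final up to 57.5 uM) added 1 h before LPS (250 ng/mL) and ATP (1.25 mM) stimulation; lower signal means less secretion.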
MCF10A rerep: DNA re-replication induction in MCF 10a cells | MCF 10A DNA re-replication, Hoechst nuclear intensity, 48 h | Potency, µM (top dose mostly 46.1 µM), inactives show at the highest dose activity, positive = re-replication, hits mostly activators | actives 2.9% (n = 350,000); note: potency is the fitted concentration of half-maximal effect; % of control where 0% means no effect; nearly all actives have a fitted effect of over 50% in size
Nrf2 activator: Nrf2 pathway activation; Potency, µM (titrated, usually from 46.1 µM), for the others: at the top dose activation, usual class: activators; actives 0.31% (n = 410,000); AREc32 ARE-luciferase reporter (MCF7-derived line), luminescence, 24 h; note: potency is the fitted concentration of half-maximal effect; % of control where 0% means no effect; nearly all actives have a fitted effect of over 65% in size
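ARE activation measured as luciferase luminescence (Steady-Glo, 30 min RT) in AREc32_Fluc cells after 24 hr compound exposure at 37 deg C, 5% CO2; cells seeded overnight at 1000/well in OPTI-MEM, 5% FBS.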
A549 viability: counter-screen for Nrf2 inhibitors: cytotoxicity in A549 cells; AID 504648; A549 ARE-Fluc cells, CellTiter-Fluor viability, 18-24 h; actives 0.16% (n = 390,000); Potency, µM (series often up to 46 µM), for the others: top-dose activity change, negative = cytotoxicity, usual class: inhibitors; note: potency is the fitted concentration of half-maximal effect; % is set by controls: 0 for no effect and ±100 for the full control effect
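A549 ARE_Fluc cells in 5% FBS OPTI-MEM were exposed to compounds in concentration-response for 18-24 h at 37 deg C. Viability was read by CellTiter-Fluor fluorescence (Ex 405/Em 525) after 30 min, before the luciferase read.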
TGFb SMAD3 inh: inhibitors of TGF-b signaling; actives 1.2% (n = 410,000); Potency, µM (series often up to 46.1 µM), for the others: at the top dose activity, negative = inhibition, actives largely listed as inhibitors; HepG2 CAGA-GFP TGF-b/SMAD3 reporter, GFP fluorescence, 18 h; TGF-beta stimulated, 500 pg/mL final; AID 588855; note: potency is the fitted concentration of half-maximal effect; % is set by controls: 0 for no effect and ±100 for the full control effect; nearly all actives have a fitted effect of over 65% in size
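Per well, imaged GFP fluorescence of HEPG2 CAGA-GFP cells gives the signal; cells get compound, then TGF-beta (500 pg/mL final), 18 h at 37 degrees C; %Activity versus -TGF-beta and +DMSO controls.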
HepG2 tox: kills HepG2 cells in TGF-b inhibitor counter-screen | Potency, µM (series often up to 46.1 µM), for the others: at the highest dose activity change, negative = cytotoxicity, hits mostly cytotoxic | HepG2 CAGA-GFP viability, ATP luminescence, 18 h | AID 588856 | actives 0.76% (n = 410,000); note: potency is the fitted concentration of half-maximal effect; some results filed as inactive show a strong effect at the top dose
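HepG2 CAGA-GFP cells (1000/well, DMEM with 1% FBS) received compound, then TGF-beta at 500 pg/mL final, and were incubated 18 hours at 37 degrees C. Viability was read by CellTiter-Glo luminescence. Media-only wells were set as complete cell-killing and DMSO as no toxicity.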
S2 tox: viability counter-screen for ATXN expression inhibitors | S2 cells (HEK-293 line with an ATXN2-luciferase reporter) viability, CellTiter-Fluor protease fluorescence, 24 h | Potency, µM (series often up to 56.7 µM), usual class: cytotoxic | actives 0.49% (n = 400,000) | AID 651635; note: potency is the fitted concentration of half-maximal effect; nearly all actives have a fitted effect of over 40% in size
Nrf2 inh: blocks Nrf2 signaling; A549 ARE-Fluc reporter, luciferase luminescence, 18-24 h; Potency, µM (series often up to 46 µM), for the others: at the top dose activity change, negative = inhibition, usual class: inhibitors; actives 2.1% (n = 360,000); note: potency is the fitted concentration of half-maximal effect; % is set by controls: 0 for no effect and ±100 for the full control effect; nearly all actives have a fitted effect of over 60% in size
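Two sequential reads on A549 ARE_Fluc cells exposed to compound for 18-24 h: a CellTiter-Fluor fluorescence read for viability, then a luciferase luminescence read for Nrf2/ARE activity.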
ATXN2 expr inh: reduces ATXN2 reporter expression in HEK-293 cells; AID 1745845; HEK-293 ATXN2-luciferase reporter, luminescence, 24 h; Potency, µM (titrated, usually from 57 µM), for inactives: top-dose activity change, negative = inhibition, hits mostly inhibitors; actives 0.72% (n = 360,000); note: potency is the fitted concentration of half-maximal effect; % is set by controls: 0 for no effect and ±100 for the full control effect; nearly all actives have a fitted effect of over 55% in size
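ATXN2-luciferase reporter cells (luciferase flanked by upstream and downstream ATXN2 gene portions) were treated 24 h at 37 °C with compounds at up to 57 uM. SteadyGlo luminescence gave expression; GF-AFC fluorescence gave viability.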
Starred values were filed as active, the others as inactive; & = joins results of further samples; [ ] = another dose, or the depositor's remark. Unless noted, calls come from the whole dose curve; as a rule, active = well fitted curve in the direction sought with a large enough effect; inconclusive = small, poorly fitted or top-dose-only effect, or another doubt; inactive = no such curve, though single readings can be large; an effect the other way counts as inactive or inconclusive.

For Cc1cc(C)c(NC(=O)CN2C(=O)CCn3nc(-c4cccn4C)cc32)c(C)c1 the results were Nrf2 activator 1.0%, A549 viability 6%, TGFb SMAD3 inh -6%, HepG2 tox -14%, S2 tox inactive and ATXN2 expr inh -6%.
CCOc1ccc(-c2cc(CCCC(=O)NCCc3ccc(Cl)cc3)no2)cc1 was read as Nrf2 activator -2.6%, A549 viability -3%, TGFb SMAD3 inh 4%, HepG2 tox 11%, S2 tox inactive, Nrf2 inh -3% and ATXN2 expr inh -3%.
`O=C(CSc1nccn1Cc1ccc(F)cc1)NC1CCCCC1` gave IL1B secr inh 6, Nrf2 activator 0.2%, TGFb SMAD3 inh 4%, HepG2 tox -2% and S2 tox inactive.
COC(=O)c1cnn(-c2cc(Oc3ccccc3)ncn2)c1N was read as IL1B secr inh -11, MCF10A rerep 17%, Nrf2 activator 0.2%, A549 viability 4%, TGFb SMAD3 inh -15%, HepG2 tox -20%, S2 tox inactive, Nrf2 inh inconclusive and ATXN2 expr inh 62%[activator].
Screening COc1ccccc1N1C(=O)C2C(C(=O)c3ccccc3)=NN(c3ccccc3)C2C1=O (stereo unspecified) returned IL1B secr inh 0, MCF10A rerep 13%, Nrf2 activator -0.6%, A549 viability -4%, TGFb SMAD3 inh 17%, HepG2 tox 10%, Nrf2 inh -11% and ATXN2 expr inh -14%.
`CCOC(=O)Nc1n[nH]c(NC(=O)OCC)c1[N+](=O)[O-]` gave IL1B secr inh 23, MCF10A rerep -1%, Nrf2 activator 2.6%, A549 viability 20%, TGFb SMAD3 inh 5%, HepG2 tox 9%, S2 tox inactive, Nrf2 inh 1% and ATXN2 expr inh -21%.
Screening CCC(C(=O)NCc1ccco1)N(C(=O)CNS(=O)(=O)c1ccccc1)c1ccc(F)cc1 (stereo unspecified) returned IL1B secr inh -13, MCF10A rerep 0%, Nrf2 activator -0.5%, A549 viability -3%, TGFb SMAD3 inh 6%, HepG2 tox -1%, S2 tox inactive, Nrf2 inh 2% and ATXN2 expr inh -12%.
Screening CC(=O)N(c1cc(C)ccc1C)c1ccccc1[N+](=O)[O-] returned IL1B secr inh 8, MCF10A rerep 14%, Nrf2 activator -1.0%, A549 viability 10%, TGFb SMAD3 inh 22%, HepG2 tox 9%, S2 tox inactive, Nrf2 inh 1% and ATXN2 expr inh -16%.
Screening CCCOc1ccc(/C(O)=C2/C(=O)C(=O)N(CCN(C)C)C2c2ccncc2)cc1 (stereo unspecified) returned IL1B secr inh 12, MCF10A rerep -3%, Nrf2 activator -0.4%, A549 viability -3%, TGFb SMAD3 inh 3%, HepG2 tox -15%, S2 tox inactive, Nrf2 inh 6% and ATXN2 expr inh -16%.
COc1ccc(OCCC(=O)Nc2cc(C)on2)cc1 was read as IL1B secr inh -4, MCF10A rerep -12%, Nrf2 activator -0.3%, A549 viability 1%, TGFb SMAD3 inh -12%, HepG2 tox 10%, S2 tox inactive, Nrf2 inh 2% and ATXN2 expr inh -19%.
`Cc1ccc(CCNS(=O)(=O)c2c(C)nc3sccn3c2=O)cc1` gave IL1B secr inh 19, MCF10A rerep 2%, Nrf2 activator -0.1%, A549 viability 13%, TGFb SMAD3 inh -5%, HepG2 tox 2%, S2 tox inactive, Nrf2 inh 8% and ATXN2 expr inh -17%.
Screening O=C1NC[C@H](Cc2ccccc2)N(C[C@H]2CCCN2C[C@H](Cc2ccccc2)N2C[C@H](Cc3ccc(O)cc3)N(CCc3ccccc3)C(=O)C2=O)C1=O returned IL1B secr inh -52*, MCF10A rerep inconclusive, Nrf2 activator 10%, A549 viability inconclusive, TGFb SMAD3 inh -9%, HepG2 tox -12%, S2 tox inconclusive, Nrf2 inh 13% and ATXN2 expr inh -20%.
COc1cccc(-n2nc(-c3ccnn3-c3ccc(C)cc3)c(=O)n(C)c2=O)c1 was read as IL1B secr inh -57*, MCF10A rerep inconclusive, Nrf2 activator 0.4%, A549 viability -8%, TGFb SMAD3 inh 5%, HepG2 tox 11%, S2 tox inactive and ATXN2 expr inh -9%.
For CCc1cc(C(=O)NNC(=O)c2csc(N3CCOCC3)n2)sc1C the results were IL1B secr inh -8, MCF10A rerep 12%, Nrf2 activator 0.2%, A549 viability 0%, TGFb SMAD3 inh 5%, HepG2 tox 0%, S2 tox inactive, Nrf2 inh -3% and ATXN2 expr inh 1%.
For Cc1cccc(NC(=O)CSc2nnc(CNC(=O)c3ccc(S(=O)(=O)N(C)C)cc3)n2-c2cccc(C)c2)c1 the results were IL1B secr inh -4, MCF10A rerep -3%, Nrf2 activator 0.7%, A549 viability 0%, TGFb SMAD3 inh -6%, HepG2 tox -2%, S2 tox inactive, Nrf2 inh -11% and ATXN2 expr inh -25%.
For O=C(COc1ccc(Cl)cc1)Nc1ccc(O)c(-c2nc3ccccc3s2)c1 the results were Nrf2 activator 5.5%, A549 viability -5%, TGFb SMAD3 inh 4% and HepG2 tox -4%.
For COc1ccc(CCC(=O)NCCc2nc3ccccc3[nH]2)cc1 the results were IL1B secr inh -1, MCF10A rerep 1%, Nrf2 activator -0.4%, A549 viability 5%, TGFb SMAD3 inh 0%, HepG2 tox -9%, S2 tox inactive, Nrf2 inh -5% and ATXN2 expr inh -1%.
COc1ccc(CCC(=O)N2CCCc3ccccc32)cc1 was read as IL1B secr inh 14, MCF10A rerep inconclusive, Nrf2 activator -0.8%, A549 viability 0%, TGFb SMAD3 inh 4%, HepG2 tox 2%, S2 tox inactive, Nrf2 inh 26% and ATXN2 expr inh 10%.
`CCOC(=O)C1=C(CC)Nc2ccccc2N/C1=N\S(=O)(=O)c1ccc2ccccc2c1` gave IL1B secr inh 37, MCF10A rerep inconclusive, Nrf2 activator -1.1%, A549 viability 0%, TGFb SMAD3 inh -32%, HepG2 tox -8%, S2 tox inactive, Nrf2 inh inconclusive and ATXN2 expr inh -17%.
Cc1ccc(-c2nonc2NC(=O)c2ccco2)cc1 was read as IL1B secr inh -3, MCF10A rerep 0%, Nrf2 activator 27%, A549 viability -6%, TGFb SMAD3 inh 11%, HepG2 tox 13%, S2 tox inactive and Nrf2 inh inconclusive.

The final 2 entries of the part before lead into the next.
`CCOC(=O)C1=C(CC)Nc2ccccc2N/C1=N\S(=O)(=O)c1ccc2ccccc2c1` gave IL1B secr inh 37, MCF10A rerep inconclusive, Nrf2 activator -1.1%, A549 viability 0%, TGFb SMAD3 inh -32%, HepG2 tox -8%, S2 tox inactive, Nrf2 inh inconclusive and ATXN2 expr inh -17%.
Cc1ccc(-c2nonc2NC(=O)c2ccco2)cc1 was read as IL1B secr inh -3, MCF10A rerep 0%, Nrf2 activator 27%, A549 viability -6%, TGFb SMAD3 inh 11%, HepG2 tox 13%, S2 tox inactive and Nrf2 inh inconclusive.
`CC(C)C(NC(=O)c1ccc(F)cc1)C(=O)N1CCOCC1` (stereo unspecified) gave IL1B secr inh 6, MCF10A rerep -4%, Nrf2 activator 0.1%, A549 viability -2%, TGFb SMAD3 inh -4%, HepG2 tox 5%, S2 tox inactive, Nrf2 inh 2% and ATXN2 expr inh -12%.
Cc1ccc(S(=O)(=O)NCC(=O)NCc2cc(=O)n(C)c(=O)n2C)cc1 was read as IL1B secr inh 19, MCF10A rerep 2%, Nrf2 activator -1.7%, A549 viability 8%, TGFb SMAD3 inh 15%, HepG2 tox 10%, S2 tox inactive, Nrf2 inh 7% and ATXN2 expr inh 8%.
Screening CCCNC(=O)C1(C)CCN(C(=O)c2ccc(F)cc2Cl)C1 (stereo unspecified) returned IL1B secr inh 16, Nrf2 activator -0.3%[9.22 µM], TGFb SMAD3 inh 20%, HepG2 tox 5%, S2 tox inactive and ATXN2 expr inh 10%.
`CC(C)N(Cc1nc(-c2ccc3c(c2)OCO3)no1)Cc1nccn1C` gave IL1B secr inh -2, MCF10A rerep 0%, Nrf2 activator -0.4%, A549 viability -13%, TGFb SMAD3 inh -14%, HepG2 tox -3%, S2 tox inactive and Nrf2 inh 7%.
Screening CCOc1c(O)ccc(C2NC(=O)N(C)C(C)=C2C(=O)OC)c1[N+](=O)[O-] (stereo unspecified) returned IL1B secr inh 2, MCF10A rerep 8%, Nrf2 activator -0.8%, A549 viability 3%, TGFb SMAD3 inh 2%, HepG2 tox -38%, S2 tox inactive and Nrf2 inh 3%.
`COc1ccccc1OCC(=O)NCC1CCCN(C(=O)c2cccc(C)c2)C1` (stereo unspecified) gave IL1B secr inh 11, Nrf2 activator -2.6%, TGFb SMAD3 inh 0%, HepG2 tox -2% and S2 tox inactive.
For CC12CCC(C/C1=N/NC(=O)COc1ccccc1Cl)C2(C)C (stereo unspecified) the results were IL1B secr inh 5, MCF10A rerep inconclusive, Nrf2 activator 0.2%, A549 viability 0%, TGFb SMAD3 inh 7%, HepG2 tox 2%, S2 tox inactive, Nrf2 inh 9% and ATXN2 expr inh -16%.
`CC(C)N(Cc1nc(-c2ccccc2)no1)C(=O)CSc1ccccc1` gave IL1B secr inh -2, MCF10A rerep 2%, Nrf2 activator 1.7%, A549 viability 16%, TGFb SMAD3 inh 3%, HepG2 tox -13%, S2 tox inactive and ATXN2 expr inh -6%.
`Cc1cc(C)n(-c2c(F)c(F)c(CO)c(F)c2F)n1` gave IL1B secr inh 15, MCF10A rerep 15%, Nrf2 activator 0.3%, A549 viability 3%, TGFb SMAD3 inh 21%, HepG2 tox -24%, S2 tox inactive, Nrf2 inh -1% and ATXN2 expr inh -6%.
For COc1cccc(CNS(=O)(=O)c2cc(Br)cc3c2N(C(C)=O)C(C)C3)c1 (stereo unspecified) the results were IL1B secr inh -5, MCF10A rerep -2%, Nrf2 activator 0.0%&-0.9%, A549 viability 7%&9%, TGFb SMAD3 inh -23%&-1%, HepG2 tox -10%&-19%, S2 tox inactive, Nrf2 inh 6%[9.27 µM] and ATXN2 expr inh -20%&4%.

Screening data: PubChem BioAssay, National Center for Advancing Translational Sciences (NCATS)
